All columns: NCI-60 one-dose screen, growth in % after 48 h at 10 µM unless noted; 100 = growth as untreated, 0 = no growth, -100 = all killed.
MCF7: MCF7 breast cancer; hit rate 6.3% among 82,000; AID 1794796; active means growth percent below 10
* hit, by the source's call; & = joins results of further samples; ! = a repeat was not active; [ ] = remark or other dose.

no.	Compound	MCF7
1	CNC(=O)c1[nH]cnc1/N=N/N(C)N	44&73[100 µM]
2	Cc1ccc(C(=O)Nc2ccc(CP(=O)(O)O)cc2)cc1NC(=O)c1cccc(NC(=O)Nc2cccc(C(=O)Nc3cc(C(=O)Nc4ccc(CP(=O)(O)O)cc4)ccc3C)c2)c1	85&110[100 µM]
3	O=C(O)CN1C(=O)C(Cc2ccccc2)N=C(c2ccc(O)cc2)c2cc(Cl)ccc21 (stereo not drawn)	91[30 µM]
4	CCCCN1C(=O)C(CO)N=C(c2cccc(O)c2)c2ccc(Cl)cc21 (stereo not drawn)	80[30 µM]
5	CCCCCN1C(=O)C(CC(=O)O)N=C(c2cccc(O)c2)c2ccc(Cl)cc21 (stereo not drawn)	82[30 µM]
6	O=C(O)CN1C(=O)C(Cc2ccc(O)cc2)N=C(c2cccc(O)c2)c2ccccc21 (stereo not drawn)	34[30 µM]
7	O=C1C(Cc2ccccc2)N=C(c2cccc(O)c2)c2ccc(Cl)cc2N1CC1CC1 (stereo not drawn)	76[30 µM]
8	CCN1C[C@]2(COC)[C@H](O)C[C@H](OC)[C@]34C1[C@H]([C@H](OC)[C@H]23)[C@]1(OC(C)=O)[C@H]2[C@@H](OC(=O)c3ccccc3)[C@](O)(C[C@H]24)[C@@H](OC)[C@@H]1O	73&95[100 µM]
9	CCCCCN1C(=O)C(Cc2ccccc2)N=C(c2cccc(O)c2)c2ccccc21 (stereo not drawn)	92[30 µM]
10	CCCCCN1C(=O)C(Cc2ccccc2)N=C(c2cccc(O)c2)c2ccc(Cl)cc21 (stereo not drawn)	88[30 µM]
11	CCCCN1C(=O)C(CO)N=C(c2ccc(O)cc2)c2cc(Cl)ccc21 (stereo not drawn)	83[30 µM]
12	NC(=O)CN1C(=O)C(Cc2ccc(O)cc2)N=C(c2cccc(O)c2)c2ccc(Cl)cc21 (stereo not drawn)	93[30 µM]
13	COc1ccc2c(c1OC)CN1CCc3cc4c(cc3C1C2)OCO4 (stereo not drawn)	73[100 µM]
14	CC1(O)CC23CC(O)C4(O)C(CC(O)C4(C)C)C(C)(O)C2CCC1C3O (stereo not drawn)	101[100 µM]
15	CCOC(=O)C1C(c2ccco2)C2(C#N)C(=N)OC1(C)C2(C#N)C#N (stereo not drawn)	0.9*![100 µM]
16	O=C1C(CO)N=C(c2cccc(O)c2)c2ccc(Cl)cc2N1CC1CC1 (stereo not drawn)	87[30 µM]

Part of the list above, with each value named:
4	CCCCN1C(=O)C(CO)N=C(c2cccc(O)c2)c2ccc(Cl)cc21 (stereo not drawn)
  MCF7: 80[30 µM]

5	CCCCCN1C(=O)C(CC(=O)O)N=C(c2cccc(O)c2)c2ccc(Cl)cc21 (stereo not drawn)
  MCF7: 82[30 µM]

6	O=C(O)CN1C(=O)C(Cc2ccc(O)cc2)N=C(c2cccc(O)c2)c2ccccc21 (stereo not drawn)
  MCF7: 34[30 µM]

7	O=C1C(Cc2ccccc2)N=C(c2cccc(O)c2)c2ccc(Cl)cc2N1CC1CC1 (stereo not drawn)
  MCF7: 76[30 µM]

A portion of the library; the hit share may differ from the screen's.
